Screening results deposited in PubChem by National Center for Advancing Translational Sciences (NCATS).
HT1080-NT tox: kills 2HG-producing HT-1080-NT fibrosarcoma cells | HT-1080-NT fibrosarcoma viability, CellTiter-Glo ATP luminescence, 48 h | Potency, µM (series often up to 46.1 µM), inactives show at the top dose activity, negative = less viability, hits mostly cytotoxic | 1.6% of 360,000 active;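 note: NT is the 2HG producing partner of a matched IDH1 knockdown line; potency is the fitted concentration of half-maximal effect; 0% = DMSO-treated cells and -100% = media-only wells without cells; nearly all actives have a fitted effect of over 55% in size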
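Compounds were tested in concentration-response format on HT-1080-NT cells for 48 hours at 37 degrees C. Cell viability came from CellTiter-Glo luminescence; curves were classified by r2, response magnitude and activity.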
D3 ag: agonists of human D3 dopamine receptor | P35462 | D3R DiscoveRx beta-arrestin cells, luminescence, 90 min | max activation, % | 0.58% of 410,000 active | AID 652048; in the data active = max activation above about 30%; note: 0% is about no effect; mostly tested at two doses, the higher about 12 µM
Target sequence (P35462 whole entry, looked up): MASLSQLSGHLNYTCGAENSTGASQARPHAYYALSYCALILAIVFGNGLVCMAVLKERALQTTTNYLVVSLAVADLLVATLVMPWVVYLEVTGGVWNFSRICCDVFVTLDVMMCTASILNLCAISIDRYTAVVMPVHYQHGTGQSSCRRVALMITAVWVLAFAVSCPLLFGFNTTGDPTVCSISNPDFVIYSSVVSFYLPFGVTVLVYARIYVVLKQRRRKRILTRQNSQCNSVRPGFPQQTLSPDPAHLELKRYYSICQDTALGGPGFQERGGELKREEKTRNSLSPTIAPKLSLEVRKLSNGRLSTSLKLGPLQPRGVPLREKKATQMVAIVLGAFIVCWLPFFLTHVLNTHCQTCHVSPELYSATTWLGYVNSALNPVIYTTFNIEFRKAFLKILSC
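Agonist mode: compounds and dopamine controls were applied to plated cells for 90 min at 37 degrees C after an overnight attachment at 1500 cells/well. Luminescent read-out followed 30 - 60 minutes at room temperature with DiscoveRx detection reagent.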
DRD3 antagonist: blocks the human D3 dopamine receptor; P35462; 2.5% of 360,000 active; D3R cells, DiscoveRx beta-arrestin luminescence, antagonist mode; stronger effect = lower value; max response, negative = inhibition, %; in the data active = max response below about -50%; inconclusive = no clear call, values can overlap the other calls; note: % is set by controls: 0 for no effect and ±100 for the full control effect; mostly tested at two doses, the higher about 12 µM
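Cells plated overnight at 1500 cells/well, then exposed to library compounds with dopamine controls for 90 minutes at 37 degrees C. DiscoveRx reagent added for 30–60 minutes at room temperature; luminescence read, quantitative HTS format.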
KB-3-1 cytotox: KB-3-1 parental cell cytotoxicity; KB-3-1 viability, CellTiter-Glo ATP luminescence, 72 h; Potency, µM (highest dose often 46.1 µM), without a hit: at the top dose activity change, negative = cytotoxic, most hits filed as cytotoxic; 1.4% of 400,000 active; note: potency is the fitted concentration of half-maximal effect; % is set by controls: 0 for no effect and ±100 for the full control effect; nearly all actives have a fitted effect of over 60% in size
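Screening of KB-3-1 cells (DMEM, 10% FBS, phenol-red free) ran from lowest to highest compound concentration; after 72 h at 37 °C viability was read luminescently and curves fitted.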
IL1B secr inh: inhibitors of inflammasome signaling (IL-1 beta secretion) | 4.7% of 360,000 active | THP-1 LPS/ATP IL-1B secretion, AlphaLISA, 16 h; stronger effect = lower value | activity change, % at 57.5 µM; in the data active = activity change below about -50%; inconclusive = mostly about -30% to -49%; note: % is set by controls: 0 for no effect and ±100 for the full control effect
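THP-1 cells pretreated 1 hr with compounds (up to 57.5 uM final), then stimulated with LPS (250 ng/mL final) plus ATP (1.25 mM final); secreted IL-1B measured by AlphaLISA after 16 hr, decreased signal indicating inhibition.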
KB-V1 cytotox: KB-V1 MDR subline cytotoxicity; KB-V1 MDR cells viability, CellTiter-Glo, 72 h; AID 1347076; Potency, µM (top dose mostly 46.1 µM), for inactives: at the highest dose activity change, negative = cytotoxicity, hits mostly cytotoxic; 3.4% of 400,000 active; note: potency is the fitted concentration of half-maximal effect; % is set by controls: 0 for no effect and ±100 for the full control effect; nearly all actives have a fitted effect of over 60% in size
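Luminescent ATP read-out (CellTiter-Glo, 10 min) measures survival of drug-selected KB-V1 MDR cells after 72 h, 37 degrees C compound exposure. Medium: phenol-red-free DMEM, 10% FBS. Values from fitted concentration-response curves.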
HT1080 IDH1KD tx: kills HT-1080 cells with IDH1 knockdown; 2% of 360,000 active; Potency, µM (series often up to 46.1 µM), for the others: top-dose activity, negative = toxicity, hits mostly cytotoxic; AID 686971; HT-1080 IDH1 knockdown viability, ATP luminescence, 48 h;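 note: potency is the fitted concentration of half-maximal effect; 0% = DMSO wells and -100% = cell-free medium wells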
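Assay cells: HT-1080 with IDH1 knockdown, 750 per well, RPMI/5% FBS. Exposure: 48 h at 37 °C following 2 h pre-incubation. Read: CellTiter-Glo luminescence; fitted concentration-response, curve class assigned.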
SW480 rerep: induces DNA re-replication in SW480 colon adenocarcinoma cells; Potency, µM (top dose mostly 46.1 µM), for inactives: at the top dose re-replication activation, usual class: activators; AID 624297; SW480 DNA re-replication, Hoechst DNA content imaging, 48 h; 1.8% of 340,000 active; note: potency is the fitted concentration of half-maximal effect; % of control where 0% means no effect; nearly all actives have a fitted effect of over 55% in size
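Readout is total intensity of Hoechst-stained nuclei, excited at 405 nm and collected at 500-530 nm. Compound treatment lasted 48 hr at 37 C in 5% CO2 before staining.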
GLP1R ag: agonists of human GLP-1 receptor; P43220; HEK293 GLP-1R CRE-luciferase, luminescence, 4-6 h; cells express a hypersensitive GLP-1R form; Potency, µM (highest dose often 45.6 µM), inactives show at the highest dose activation, hits mostly activators; 0.007% of 380,000 active; note: potency is the fitted concentration of half-maximal effect; % of control where 0% means no effect
Target sequence (P43220 whole entry, looked up): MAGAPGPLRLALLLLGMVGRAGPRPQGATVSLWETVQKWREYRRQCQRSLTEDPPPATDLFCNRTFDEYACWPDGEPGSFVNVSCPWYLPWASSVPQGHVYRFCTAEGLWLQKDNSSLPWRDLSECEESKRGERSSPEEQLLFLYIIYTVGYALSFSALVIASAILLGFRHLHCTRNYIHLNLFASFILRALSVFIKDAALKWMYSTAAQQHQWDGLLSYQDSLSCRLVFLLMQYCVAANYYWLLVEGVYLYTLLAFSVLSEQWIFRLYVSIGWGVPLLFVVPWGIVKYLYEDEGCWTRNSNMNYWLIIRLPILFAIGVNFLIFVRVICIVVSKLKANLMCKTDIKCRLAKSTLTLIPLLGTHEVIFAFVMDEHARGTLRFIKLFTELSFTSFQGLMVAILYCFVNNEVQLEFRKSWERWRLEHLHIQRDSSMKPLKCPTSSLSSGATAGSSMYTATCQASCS
An asterisk follows results filed as active; ? = inconclusive; nt = not tested or not shown; [ ] = remark or other dose. Unless noted, calls come from the whole dose curve; as a rule, active = well fitted curve in the direction sought with a large enough effect; inconclusive = small, poorly fitted or top-dose-only effect, or another doubt; inactive = no such curve, though single readings can be large; an effect the other way counts as inactive or inconclusive. Compounds as they come (roughly 12% active in at least one column).

SMILES | HT1080-NT tox | D3 ag | DRD3 antagonist | KB-3-1 cytotox | IL1B secr inh | KB-V1 cytotox | HT1080 IDH1KD tx | SW480 rerep | GLP1R ag
COc1cccc(CNC(=O)C(=O)NCCC2CCCCN2S(=O)(=O)c2ccc(C)cc2)c1 (stereo not given) | ? | -7.5 | -7.1 | ? | -13.1 | ? | ? | 15.8µM* | -4.3%
CN1CCN(C(=O)Nc2ccccc2CC[N+](=O)[O-])CC1 | -8.0% | -1.6 | 6.3 | -9.5% | 26.6 | -9.0% | -9.6% | -10.2% | 4.6%
O=c1c2ccccc2nnn1CSc1nnc(C2COc3ccccc3O2)n1-c1ccccc1 (stereo not given) | -16.4% | 14.7 | 9.9 | 3.3% | 13.2 | ? | -14.6% | 2.8% | 0.9%
CCOC(=O)Nc1nc(-c2ccccc2)c(C(=O)c2ccc(Cl)cc2)s1 | ? | -5.6 | ? | 1.16µM* | 35.6 | 1.3µM* | 0.517µM* | 2.91µM* | 13.8%
O=C(O)CCNC(=O)OCC1c2ccccc2-c2ccccc21 | 11.0% | 3.0 | 5.8 | -4.2% | 29.9 | 4.0% | -4.3% | -8.6% | -0.4%
COc1ccccc1/C=C/C=N/NC(=O)c1cccs1 | -15.0% | -14.0 | -26.6 | 6.6% | -14.8 | -19.0% | -22.7% | 1.1% | 22.8%
COc1ccc(N2C(=O)C(F)(F)C2c2ccccc2F)cc1 (stereo not given) | 0.4% | -0.4 | 2.8 | 1.4% | 54.4 | 22.0% | 3.6% | -8.1% | 15.9%
CCOC(=O)CSc1c(-c2ccc(Cl)cc2)[nH]c2ccccc12 | ? | -2.9 | -4.0 | 5.3% | 26.3 | -11.0% | -17.3% | 21.7% | 2.5%
CC(C)=C1C(=O)NN(c2ccc(F)c(Cl)c2)C1=O | ? | 0.9 | 1.8 | -1.1% | -4.1 | -1.9% | -0.9% | 9.2% | -5.9%
CC1CCCCN1C(=S)NC(=O)c1ccccc1 (stereo not given) | -1.1% | -7.0 | 3.9 | -4.9% | 0.0 | ? | 7.0% | 4.3% | 4.3%
Cc1ccccc1NC(=O)c1sc2nc(N3CCOCC3)c3c(c2c1N)CC(C)(C)OC3 | nt | -5.5 | nt | -12.2% | nt | -13.8% | nt | nt | 2.9%
Cc1ccc(N2CCN(C(=O)c3noc4c3COc3ccc(C)cc3-4)CC2)c(C)c1 | nt | -0.7 | nt | -12.5% | nt | ? | nt | nt | 0.2%
COc1cccc(-n2cnnc2SCC(=O)NC2CC2)c1 | 8.9% | 4.7 | 17.8 | 12.3% | 1.8 | ? | -5.9% | -7.5% | -1.4%
CC(=O)c1cccc(NC(=O)CSCc2ccccc2)c1 | 14.9% | -8.4 | -78.7* | -0.1% | 28.1 | ? | -0.9% | -10.8% | 13.2%
CCOC(=O)N1CCC(NC(=O)c2ccc3c(c2)N(Cc2ccc(Cl)cc2)C(=O)c2ccccc2S3=O)CC1 (stereo not given) | nt | -5.8 | nt | ? | nt | -8.5% | nt | nt | -3.9%
CC(C)C1C(C#N)=C(N)Oc2n[nH]c(-c3ccccc3)c21 (stereo not given) | -1.2% | -0.2 | ? | -0.6% | -12.2 | 5.7% | 1.2% | -5.1% | -25.5%
CN(Cc1c(C(=O)N/N=C/c2cccc(Cl)c2)nnn1-c1nonc1N)c1ccccc1 | -18.0% | 15.8 | 12.5 | -3.5% | 0.0 | -1.5% | -10.4% | ? | -1.4%
COc1ccc2c(c1)OC[C@H]1[C@H]2N2C(=O)c3cc(F)ccc3NC(=O)[C@@]2(C)[C@H]1c1ccccc1 | ? | 1.6 | ? | ? | -62.3* | ? | ? | ? | -5.8%
Cc1ccc2nc(-c3cc(N)cc(N)c3)oc2c1 | -12.8% | -2.7 | -23.9 | 0.3% | -29.9 | -1.1% | -9.9% | -7.9% | -5.9%
CN(Cc1ccccc1)C(=O)c1csc([C@@H]2C[C@H](O)[C@@H](CO)O2)n1 | 14.4% | -6.6 | 0.0 | 2.7% | 11.9 | -11.7% | -8.5% | nt | -0.4%
O=[N+]([O-])c1cc(Br)c(O)c(/C=N/Nc2nc3ccccc3s2)c1 | ? | -10.9 | ? | 23.1µM* | 56.5 | ? | ? | 3.26µM* | -4.2%
COc1ccc(CC(=O)Nc2ccc(S(=O)(=O)Nc3cc(C)nc(C)n3)cc2)cc1OC | -1.1% | -1.4 | 5.8 | 2.4% | 8.8 | -16.0% | 1.5% | nt | -2.5%
Cc1cccc(N2C(=O)/C(=C\c3ccc(C(=O)O)cc3)c3ccccc3C2=O)c1 | 5.8% | 3.4 | 2.5 | -7.7% | -15.2 | 0.0% | -0.8% | 2.3% | -6.1%
O=C(O)C1CCCN1S(=O)(=O)c1ccc(Br)s1 (stereo not given) (tested in a mixture with another compound) | -7.1% | -3.3 | -0.8 | 4.9% | 2.1 | ? | -9.0% | -4.5% | -4.0%
Cc1ccc(NC(=O)c2sccc2-n2cccc2)c(Cl)c1 | -3.0% | 1.9 | -12.1 | -2.3% | -17.1 | -13.1% | 1.0% | -5.7% | 13.7%
The list goes on.
SMILES | HT1080-NT tox | D3 ag | DRD3 antagonist | KB-3-1 cytotox | IL1B secr inh | KB-V1 cytotox | HT1080 IDH1KD tx | SW480 rerep | GLP1R ag
O=C(O)c1ccc(CSc2ncn[nH]2)cc1 | 7.5% | 9.4 | 2.3 | 3.3% | 29.9 | 3.6% | 8.0% | 4.4% | -2.5%
CCNc1nc2c(c(=O)n(C)c(=O)n2C)n1CCCc1ccccc1 | -26.5% | 2.8 | 8.3 | ? | -9.0 | ? | -14.9% | 23.1µM* | 14.2%
O=S(=O)(c1ccc(NC(=S)N2CCN(c3ccc(O)cc3)CC2)cc1)N1CCOCC1 | ? | 3.4 | -3.1 | ? | 4.8 | -1.4% | ? | -5.0% | 4.6%
COC(=O)c1ccc(Cl)c(NC(=O)Cc2ccccc2[N+](=O)[O-])c1 | -18.9% | -9.3 | -12.8 | 6.7% | 0.0 | -17.5% | -7.2% | -58.3%[inhibitor] | -4.2%
COc1ccc(C(=O)NCc2nnc(SC)n2Cc2ccccc2)cc1 | -2.9% | 1.2 | -9.1 | 16.0% | 6.7 | ? | -4.6% | 11.5% | 1.7%
COc1ccc(C)cc1NC(=O)CSc1nc2scc(C)c2c(=O)[nH]1 | ? | -0.2 | -4.3 | -8.9% | 23.2 | -15.4% | ? | ? | -6.1%
N#Cc1c(N)nc2c(c1-c1ccccc1)CCCC2 | -8.6% | -0.1 | 7.0 | 8.7% | 6.2 | -22.7% | 1.4% | -15.3% | -3.5%
O=C(c1ccco1)N1CCCC(N2CCN(c3cccc(C(F)(F)F)c3)CC2)C1 (stereo not given) | -0.1% | -18.4 | -65.5* | ? | ? | -0.7% | -13.6% | 2.0% | 7.2%
O=C(CCCC(=O)Nc1cccc(Br)c1)N/N=C/c1cc([N+](=O)[O-])ccc1O | -26.5% | -21.0 | ? | ? | 45.6 | 10.1% | ? | ? | -0.1%
Cc1ccc(NC(=O)CCNS(=O)(=O)c2ccc3c(c2)oc(=O)n3C)cc1 | -1.4%[9.24 µM] | -18.2 | -4.7 | 0.1% | 60.1 | 20.6% | -6.6% | -10.4% | -7.4%
CN(CCc1ccccn1)C(=O)Nc1cccc(Cl)c1 | -1.0% | -6.9 | -11.1 | 3.8% | -6.3 | -0.2% | 16.8% | -2.7% | 24.8%
CCOC(=O)c1c(NC(=O)c2ccc(S(=O)(=O)N3CCC(C)CC3)cc2)sc2c1CCN(CC)C2 | nt | -2.5 | nt | -2.2% | nt | 0.0% | nt | nt | -1.9%
CCc1ccc(S(=O)(=O)Nc2c(C)n(C)n(-c3ccccc3)c2=O)cc1 | 17.2% | -1.7 | 1.5 | 1.1% | -0.8 | 19.1% | 0.7% | -0.8% | 4.3%
CCCSc1ccc([C@@H]2[C@H]3C(=O)N(CC)C(=O)[C@H]3[C@]3(C(=O)OC)CCCN23)cc1 | 5.5% | 3.4 | -12.0 | -9.4% | 5.4 | -22.1% | 1.1% | -24.5% | 2.9%
c1ccc(N2OCC3Cn4c(nc5ccccc54)C32)cc1 (stereo not given) | -3.2% | 19.0 | ? | -2.0% | 26.8 | 3.4% | 6.3% | -54.8%[inhibitor] | 10.7%
COCCN(C(=O)COC(=O)CNC(=O)c1ccc(C)cc1)c1c(N)n(Cc2ccccc2)c(=O)[nH]c1=O | 3.5% | 0.8 | 3.4 | 8.8% | 10.9 | 0.0% | 14.7% | -3.6% | -0.2%
O=C(O)CSCC(=O)Nc1ccc(C(F)(F)F)cc1 | -11.0% | 5.1 | 5.6 | -10.5% | 0.0 | 3.2% | 15.3% | -5.5% | -3.1%
CN1Cc2sc(N)c(C#N)c2CC1(C)C | 4.0% | 1.5 | -2.6 | 6.7% | -1.2 | 6.1% | 2.5% | -1.3% | 19.2%
COc1ccc(C(=O)CSc2n[nH]c(=O)n2Cc2ccco2)cc1 | 1.7% | 13.3 | 2.9 | 5.6% | 10.9 | -1.7% | 0.3% | 0.9% | 7.3%
CCCC(=O)NCCc1cc2ccc(OC)cc2[nH]c1=O | 9.9% | 9.4 | 14.0 | 6.1% | -2.2 | -11.0% | -1.2% | -1.6% | -4.6%
CCOC(=O)Cn1cc(C(=O)OC)c2ccccc21 | 2.4% | 0.9 | -0.2 | 18.6% | 37.0 | -0.5% | 9.7% | -6.6% | 1.7%
COC(=O)C1=NNC(C(=O)OC)C1c1ccccc1 (stereo not given) | 16.3% | 0.8 | 6.3 | 4.7% | -0.4 | -4.5% | 11.1% | -4.5% | -5.4%
